core dimer inh – inhibitors of HCV core protein dimerization, primary screen, biochemical, TR-FRET, high-throughput; TR-FRET GST/Flag-core106 dimerization, 1536-well; 0.33% of 300,000 active; inhibition, % at 5 µM; AID 1899, 2009;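 active means inhibition above the mean of all tested compounds plus 3 SD, set per screening campaign, cut at about 45% in these data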
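Assay system – GST-tagged and Flag-tagged HCV core protein residues 1-106 · Quantity – core106 proteins, GST 13.5 nM and Flag 17 nM · Benchmarks – unlabelled core106 and no-GST-core106 wells · Read-out basis – percent inhibition of core106 dimerization signal · Detection – time-resolved FRET, ex 340 nm, em 617 and 671 nm · Schedule – 4 h at 22.5 °C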
proCasp7 act – procaspase-7 activators, primary screen, counter-screen for procaspase-3 activator project, biochemical, absorbance, HTS, human; Caspase-7 (Homo sapiens), P55210; recombinant procaspase-7, Ac-DEVD-pNA absorbance 405 nm; D23A/D198A/D206A triple mutant, cannot self-cleave; scale: DMSO 0, 5 µM enzyme 100; activation, % at 8.5 µM; 0.093% of 330,000 active;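 active means percent activation above the screen-wide mean plus 3 SD, cut at about 25% in these data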
Target sequence (P55210 whole entry D23A/D198A/D206A): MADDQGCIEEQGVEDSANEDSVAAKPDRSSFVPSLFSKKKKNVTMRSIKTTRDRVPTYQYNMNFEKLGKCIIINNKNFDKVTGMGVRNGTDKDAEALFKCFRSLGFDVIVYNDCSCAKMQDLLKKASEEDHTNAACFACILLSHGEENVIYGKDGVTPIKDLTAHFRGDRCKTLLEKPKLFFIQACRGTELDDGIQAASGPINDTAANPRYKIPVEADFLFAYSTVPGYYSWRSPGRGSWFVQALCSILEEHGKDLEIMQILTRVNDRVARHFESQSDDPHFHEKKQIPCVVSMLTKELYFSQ
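Test system: Procaspase-7 triple mutant (PC-7 D3A). Also added: Ac-DEVD-pNA substrate, 400 µM as added. Schedule: 1 h enzyme–compound preincubation and 2 h substrate reaction, both 25 °C. Signal: p-Nitroaniline absorbance at 405 nm, read at 0 and 120 min. Control set: low DMSO alone, high DMSO plus 5 µM PC-7.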
GRK2 aptamer HTS – compounds blocking aptamer binding on GRK2 – biochemical, human GRK2, bead flow cytometry, HTS, primary screen. AID 488847, 2010. 0.59% of 330,000 active. FAM-aptamer displacement from GRK2. inhibition of aptamer binding, % at 10 µM;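 active means inhibition of aptamer binding above 40%, roughly 3 SD of noise, on plates passing a quality check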;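 further: median bead fluorescence of bound FAM aptamer so fluorescent compounds give negative values; no value below 0 was filed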
Target sequence (P25098 whole entry, looked up): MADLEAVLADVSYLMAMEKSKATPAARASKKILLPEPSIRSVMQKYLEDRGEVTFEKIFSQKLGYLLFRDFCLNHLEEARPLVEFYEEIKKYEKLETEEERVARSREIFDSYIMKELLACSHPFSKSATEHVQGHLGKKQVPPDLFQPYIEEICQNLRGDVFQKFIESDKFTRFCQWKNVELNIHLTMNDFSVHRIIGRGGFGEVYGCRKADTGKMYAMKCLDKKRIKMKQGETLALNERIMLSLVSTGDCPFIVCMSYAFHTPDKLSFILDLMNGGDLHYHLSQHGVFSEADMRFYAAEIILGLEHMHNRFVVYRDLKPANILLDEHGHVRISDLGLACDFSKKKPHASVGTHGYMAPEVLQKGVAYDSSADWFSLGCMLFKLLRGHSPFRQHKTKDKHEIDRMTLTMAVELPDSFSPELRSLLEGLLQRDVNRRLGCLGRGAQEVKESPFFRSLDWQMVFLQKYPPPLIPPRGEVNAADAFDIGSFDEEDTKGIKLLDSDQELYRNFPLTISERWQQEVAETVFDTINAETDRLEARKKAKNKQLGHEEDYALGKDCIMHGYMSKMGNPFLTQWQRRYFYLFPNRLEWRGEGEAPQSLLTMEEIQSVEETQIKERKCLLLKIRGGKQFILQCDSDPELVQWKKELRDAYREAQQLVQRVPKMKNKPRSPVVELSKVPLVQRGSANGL
VLA-4 inh – inhibition in human VLA-4 binding assay, primary screen, VLA-4 allosteric modulator project, MLPCN library, flow cytometry, VLA-4 expressing cells; Integrin alpha-4 (Homo sapiens), P13612; ligand binding flow cytometry; inhibition, % (about 7 µM as worked out from the volumes in the protocol); 0.2% of 330,000 active; in the data active means inhibition above about 50%
procasp3 activ – activators of human procaspase-3 D3A mutant, primary screen, biochemical, absorbance, PC-3 D3A mutant, single concentration | recombinant procaspase-3 D3A, Ac-DEVD-pNA absorbance 405 nm | activation, % at 8.5 µM | 0.11% of 330,000 active | AID 463141, 2010;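 active means activation above the mean of all tested compounds plus 3 SD, cut at about 21% in these data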;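 further: 0% = DMSO alone and 100% = DMSO wells spiked with extra 5 µM PC-3 D3A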
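Assay system – Procaspase-3 D3A mutant · Benchmarks – DMSO low control, extra-enzyme high control · Technique – 405 nm absorbance of p-nitroaniline, reads at 0 and 120 min · Doses – 8.5 µM nominal · Measure – % activation between DMSO and enzyme-spiked controls · Also added – Ac-DEVD-pNA chromogenic peptide substrate · Schedule – 1 h compound preincubation, 2 h substrate hydrolysis at 25 °C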
PP1 counter – PP1-alpha phosphatase inhibitors, primary screen, counter-screen for PP5 inhibitor project, biochemical, fluorescence, OMFP substrate, single point | inhibition, % at 6.7 µM | purified PP1alpha | 0.9% of 320,000 active | Serine/threonine-protein phosphatase PP1-alpha catalytic subunit (Homo sapiens), P62136 | AID 2235, 2010;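 active means inhibition above the mean inhibition of all tested compounds plus 3 SD, computed separately for each screening campaign, cut at about 15% in these data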
JMJD2C inh – inhibitors of GASC-1 histone demethylase, primary screen, biochemical, fluorescence, DELFIA europium; 0.069% of 330,000 active; GST-JMJD2C(1-420) H3K9me3 demethylation; inhibition, % at 2.35 µM; Lysine-specific demethylase 4C (Homo sapiens), Q9H3R0; AID 2099, 2009;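 active means more than half of a compound's replicate wells show inhibition beyond 50%, single wells judged on their own value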;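 further: signal counts dimethyl H3K9 product captured on neutravidin plate; 0% = median of DMSO wells and 100% = 0.3 times that DMSO median; strong numbers were not always called active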
Fh CTSL1 inh – Fasciola hepatica cathepsin L1 inhibitors, primary screen, counter-screen for PFM18AAP inhibitor project, biochemical, QFRET, fluorogenic peptide substrate | inhibition, % at 5.96 µM | 0.49% of 300,000 active | recombinant F. hepatica cathepsin L1, Z-Leu-Arg-MCA fluorescence;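 active means inhibition above the mean of all tested compounds plus 3 SD, set per screening campaign, cut at about 17% in these data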;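 further: 0% = plate median of test compound wells and 100% = 1 µM Z-Phe-Ala-diazomethylketone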
PP5 inh – PP5 phosphatase inhibitors, primary screen, biochemical, fluorescence; Serine/threonine-protein phosphatase 5 (Homo sapiens), P53041; purified PP5c, OMFP substrate fluorescence; inhibition, % at 6.7 µM; 0.18% of 320,000 active; AID 1987, 2009;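 active means inhibition above the campaign's mean inhibition across all tested compounds plus 3 SD, cut at about 9.5% in these data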;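 further: 0% = DMSO only and 100% = 100 µM cantharidin control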
Active calls of the source: *; i = inactive; nt = not tested or not shown; & = joins results of further samples.

structure,core dimer inh,proCasp7 act,GRK2 aptamer HTS,VLA-4 inh,procasp3 activ,PP1 counter,JMJD2C inh,Fh CTSL1 inh,PP5 inh
CC(OC(=O)CC1CC2CCC1C2)C(=O)Nc1cccc(S(=O)(=O)N2CCOCC2)c1 (stereo not drawn),-5,2,1,3,-3,2,-7,-1,4.7
COc1ccc(S(=O)(=O)NCCc2cc3ccc(C)c(C)c3[nH]c2=O)cc1,5,15,0,15,-3,0,-21,0,2.3
CCC(C)NC(=O)c1cn(CCOC)c(=O)c2c1c1ccccc1n2C (stereo not drawn),-5,5,9,-9,-1,0,5,2,-0.1
CCN(CC)C(=O)Cn1cc(S(=O)(=O)CC(=O)Nc2ccc(F)cc2)c2ccccc21,-1,15,1,-12,5,0,-10,-7,0.5
CNS(=O)(=O)c1cnccc1N1CCN(c2cccc(C)c2)CC1,-2,13,2,12,-4,1,-3,-2,3.2
CCC(=O)N1CCc2cc(S(=O)(=O)NCCN3CCCCC3CC)ccc21 (stereo not drawn),0,7,0,14,-3,-2,2,0,1.5
CCN(CC)CCOC(=O)/C=C/c1ccccc1,-7,4,0,-1,1,-7,-3,-5,0.8
Cc1ccc(C)c(N(CC(=O)NC2CCCC2)C(=O)c2csnn2)c1,-7,-9,26,15,-7,-7,-9,3,2.5
O=C1NC2(CCCCC2)C(=O)N1CCS(=O)(=O)Oc1ccc(Br)cc1,2,-3,0,0,-5,-2,3,-2,2.8
COC(=O)c1ccc(C(=O)NC(=S)Nc2ccc3nc(SC)sc3c2)cc1,8,-5,0,3,7,0,6,-1,2.7
CCCCCCC1CC(CCc2nc(=S)[nH][nH]2)C(=O)O1 (stereo not drawn),6,-12,0,-8,5,-4,19,1,1.7
COc1ccc(/C=N/NC(=O)c2ccc3ccccc3c2)cc1OS(=O)(=O)c1ccc(NC(C)=O)cc1,7,4,0,6,0,3,6,2,3.0
O=C(Nc1ccc(-c2n[nH]c(=S)o2)cc1)c1ccccc1Br,0,7,1,2,-12,0,4,3,1.4
CCN1CCN(CCCNC(=O)c2ccc(/C=C3/Oc4ccccc4N(Cc4cccc(C)c4)C3=O)cc2)CC1,-14,28*,0,6,8,0,11,7,6.0
Cc1cccc(NC(=O)CCNC(=O)c2ccco2)c1C,0,6,3,-5,7,1,0,0,-1.6
COC(=O)c1scc(C)c1NC(=O)/C=C/C(=O)O,-1,-9,0,6,-3,-4,6,-2,0.9
CC(=O)Nc1ccc(OCC=C(Cl)Cl)cc1,-5,0,1,32,0,-1,1,-1,0.4
Cc1ccc(CCNC(=O)C2=CCN(S(=O)(=O)c3ccccc3)CC2)cc1,6,2,0,4,6,3,31,-2,1.7
Fc1cccc(Cl)c1CNc1ccc(N2CCCC2)cc1,9,-1,0,-9,6,17*,-7,-6,2.9
COc1ccc(C)cc1S(=O)(=O)N1CCN(c2cccc(C(F)(F)F)c2)CC1,-14,3,0,27,-3,-2,3,4,4.3
CCOc1ccccc1N1C(=O)CN(Cc2ccc(OC)c(OC)c2)C1=S,3,-3,2,8,-4,-3,1,-3,3.1
CCOc1ccc(NC(=O)CSc2nnc(Cc3csc(C)n3)o2)cc1,-5,-1,6,0,6,-2,12,0,-0.7
COc1ccccc1NC(=O)c1ccc(NS(=O)(=O)c2c(C)noc2C)cc1,-3,1,0,2,4,4,-30,-5,-0.6
O=C(CN1CCOc2ccccc21)NCc1ccccc1,-5,15,0,1,-1,-5,7,0,3.5
COCCNC(=S)N(CCO)Cc1cc2cc3c(cc2[nH]c1=O)OCCO3,2,-31,0,-8,-15,1,-4,-2,5.7
CC(O)(CS(=O)(=O)Cc1cccc(C(F)(F)F)c1)C(=O)Nc1cccc(C(F)(F)F)c1 (stereo not drawn),-3,-1,0,1,7,3,i,1,3.0
Cc1ccc2c(CN3C(=O)NC4(CCCCC4)C3=O)cc(=O)oc2c1C,6,2,0,-20,-8,0,16,3,2.0
CCOC(=O)N1CCC(Nc2c(-c3ccc(C)cc3)c(=O)c2=O)CC1,14,7,5,-11,2,-3,13,1,0.6
CC(C)C1CC(CCNCc2ccc(N(C)C)cc2)(c2ccccc2)CCO1 (stereo not drawn),0,0,0,-9,5,-2,0,-1,-1.4
CCOC(=O)C(=O)Cc1nc2ccccc2s1,-6,0,0,-1,-10,-1,2,1,-0.2
Cc1nc2c(sc3nc4c(cc32)COC(C)(C)C4)c(=O)o1,1,-14,3,0,-2,2,nt,-1,5.6
COc1ccc(NC(=O)CSc2nnc(CNc3ccc(F)cc3)o2)c(OC)c1,-9,2,1,-1,1,-3,5&4,1,2.2
CCOC(=O)c1[nH]c(CSc2nnnn2-c2ccccc2C)c(C(=O)OCC)c1C,6,-1,0,6,1,2,38,2,3.7
Cc1cc(C(=O)NNC(=O)c2ccccc2[N+](=O)[O-])c(C)o1,nt,13,0,12,-1,-1,14,nt,-1.2
CCc1ccc(C(=O)CSc2nc(N)cc(=O)[nH]2)cc1,9,-4,1,1,6,0,-5,2,0.0
Cc1cc(C(=O)O)c(C)n1-c1ccccc1,-1,9,0,2,-2,3,-1,1,-0.7
CC(C)CCN1CCNC(=O)C1CC(=O)N(C)CCCN1CCOCC1 (stereo not drawn),-3,-1,0,10,1,-1,1,0,1.3
CCOC(=O)N1CCN(S(=O)(=O)c2cc(Br)cc3c2N(C(=O)C2CC2)CC3)CC1,4,3,0,4,-4,1,4,3,-0.9
O=c1c2sc(-c3ccccc3)cc2nc2n1CCC2,0,1,0,-8,-4,5,3,-2,0.2
CCCNC(=O)N1CCC(c2nc3ccccc3s2)CC1,4,-1,1,9,7,-3,-20,-4,-0.1
COc1ccc(-c2nnc3ccc(SCC(=O)Nc4nccs4)nn23)cc1OC,-8,-3,0,-5,9,-5,3,3,-0.9
CN(C)CCNC(=O)COc1cccc(Cl)c1,-6,-5,0,15,7,2,3,-3,-0.4
CCCCn1c2ccccc2c2nnc(SCC(=O)NC3=NN=C(c4ccccc4)CS3)nc21,28,-11,0,10,-10,26*,2,3,2.4
Cc1cc2cc(CN3C(=O)c4ccccc4C3=O)ccc2n1C,-18,-7,46*,-25,6,5,-9,-1,3.5
COC(=O)c1cc(NC(=O)C2(S(=O)(=O)c3ccc(Cl)cc3)CC2)cc(C(=O)OC)c1,0,11,2,-16,3,-1,8,4,1.1
CN(C)CCCNC(=O)c1ccc(-c2ccccc2)cc1,-4,14,0,18,10,1,-8,0,1.9
CN(C(=O)c1ccccc1)c1ccc(OCC(=O)NC2CCS(=O)(=O)C2)cc1 (stereo not drawn),0,-7,1,-4,-3,1,-5,-6,2.0
CS(=O)(=O)c1ccc(C(=O)Nc2cccc(-c3nc4ccccc4[nH]3)c2)cc1,2,-3,0,21,-1,1,-46,2,-0.3
Cc1cc(C)cc(-n2c(C)cc(/C=N/NC(=O)c3ccncc3)c2C)c1,0,6,1,-12,0,-4,-28,2,0.8
O=C1CSC(=Nc2ccccc2[N+](=O)[O-])N1,-6,4,2,-7,-2,-3,3,-3,-2.5

Continued.
structure,core dimer inh,proCasp7 act,GRK2 aptamer HTS,VLA-4 inh,procasp3 activ,PP1 counter,JMJD2C inh,Fh CTSL1 inh,PP5 inh
CCOc1ccc(OCCC(=O)N(CC)CC(=O)NCc2ccc(Cl)cc2)cc1,-1,5,3,3,0,0,0,-1,1.3
COc1ccc(N2CCN(C(=O)CNS(=O)(=O)c3ccc(Br)s3)CC2)cc1,-10,-7,0,1,-3,1,2,-3,3.9
CCCCOC(=O)c1ccc(NC(=O)C(=O)NCCN(C)C)cc1,-2,8,0,8,5,-2,5,1,-0.7
Cc1ccc(N2CC(c3nc4ccccc4[nH]3)CC2=O)c(C)c1 (stereo not drawn),9,4,0,-7,-9,-3,-7,-2,3.0
CCCOCC(O)CCc1n[nH]c(=S)n1-c1ccccc1 (stereo not drawn),0,-18,0,9,-7,-2,-1,0,2.9
Cc1ccc(S(=O)(=O)CC(=O)NC(C)c2ccccc2)cc1 (stereo not drawn),-7,-1,0,-4,-1,0,-8,2,2.4
COc1ccc(NC(=O)Nc2cccc3c2O[C@@H](CN(C)S(=O)(=O)c2cn(C)cn2)[C@@H](C)CN([C@H](C)CO)C3=O)cc1,nt,-7,1,-5,-4,nt,1,nt,nt
COc1ccc(CC(=O)N/N=C(\C)CC(=O)Nc2ccc3c(c2)OCCO3)cc1,-9,5,1,-6,-4,2,5,-2,-1.2
COc1ccc(OC(=O)c2cc3ccccc3o2)cc1,5,6,0,12,0,1,-12,-1,3.9
CCCN(CC(=O)Nc1cc(Cl)ccc1Cl)C(=O)/C=C/c1ccco1,8,1,2,-6,5,-1,0,8,4.0
CC(C)CN(C(=O)c1cccc(F)c1)c1c(N)n(CC(C)C)c(=O)[nH]c1=O,1,7,0,1,4,5,11,1,2.1
CC(=O)N/C(=C\c1ccc(F)cc1)C(=O)NC(C(=O)O)C(C)C (stereo not drawn),-3,1,0,7,-8,0,2,-2,0.2
Cc1ccc(S(=O)(=O)NC(CN2CCOCC2)=NCCNS(=O)(=O)c2ccccc2)cc1,0,-15,1,-1,-6,-2,nt,-6,4.8
O=C(CCNS(=O)(=O)c1ccccc1Cl)OCc1nnc(-c2ccccc2Cl)o1,nt,7,1,10,7,1,-5,nt,1.0
C=CCN1C(=O)C2C(C(=O)NC)C3(C)C=CC2(O3)C1C(=O)NCc1ccc(OC)cc1 (stereo not drawn),3,9,5,0,-3,-2,-17&11,0,0.8
NS(=O)(=O)c1cc2c(cc1Cl)NC(CC1CCCC1)NS2(=O)=O (stereo not drawn),7,4,0,7,-4,1,-1,2,-0.8
O=C(Nc1ccccc1)c1snc2c(=O)[nH]cnc12,0,2,0,0,0,-1,-13,5,2.2

Rows are unselected. About 2.6% of those tested had a hit in this group.
